High-throughput results from PubChem BioAssay.
MmCpn inh: M. maripaludis TRiC chaperonin inhibition; purified Mm-Cpn ATPase, ADP Transcreener TR-FRET; Potency, µM (top dose mostly 76.9 µM), for inactives: at the top dose activity, negative = inhibition, actives largely listed as inhibitors; hit rate 0.031% among 330,000; further: potency means the concentration at half of the fitted maximal effect; on the % scale 0 is the no-effect control and ±100 the full control effect; nearly all actives have a fitted effect of over 80% in size
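Purified archaeal Mm-CPN (25nM final) preincubated 10 min at 37degC with compound, then 10uM ATP for 30 min at 37degC; ADP measured by HTRF Transcreener TR-FRET; buffer 30 mM TRIS pH 7.4, 100mM KCl, 5mM MgCl2, 1mM DTT.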
PLK1 PBD block: inhibitors of human PLK1 polo-box domain binding; P53350; Plk1 PBD binding of FITC phosphopeptide, fluorescence polarization; Potency, µM, for the others: max response, negative = inhibition, actives largely listed as inhibitors; hit rate 2.8% among 360,000; further: potency means the concentration at half of the fitted maximal effect; series mostly up to about 57 µM; on the % scale 0 is the no-effect control and ±100 the full control effect; nearly all actives have a fitted effect of over 65% in size
WRN helicase inh: WRN helicase (human) inhibition | Q14191 | Potency, µM (doses to about 114 µM), without a hit: at the top dose activity change, negative = inhibition, most hits filed as inhibitors | hit rate 0.46% among 360,000 | WRN helicase unwinding, fluorescent forked duplex, kinetic | AID 651768; further: potency means the concentration at half of the fitted maximal effect; on the % scale 0 is the no-effect control and ±100 the full control effect; nearly all actives have a fitted effect of over 55% in size
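WRN at 20 nM final preincubated with compound 15 min at room temperature; reaction started with 100 nM fluorophore/quencher forked duplex oligonucleotide and 2 mM ATP final. Unwinding followed kinetically by red fluorescence (ex 525, em 598 nm).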
PI5P4Ka inh: inhibitors of human PI5P4K alpha; PI5P4Kalpha enzyme, ADP-Glo luminescence, 60 min; stronger effect = lower value; max response, %; hit rate 1.2% among 330,000; AID 652105; active means max response of -50% or lower; inconclusive means between -30% and -50%; inactive means -30% or higher; further: value at the top dose of about 77 µM; on the % scale 0 is the no-effect control and ±100 the full control effect
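Human PI5P4Kalpha with substrate in 0.038 M HEPES pH 7.4, 0.28 mM EGTA, 0.1% CHAPS, 5% DMSO; reaction started with 5 microM ATP (final), 60 min at room temperature. ADP formed read by ADP-Glo luminescence.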
EPAC1 agonist: EPAC1 (human) agonism; Potency, µM (series often up to 154 µM), for the others: at the highest dose activation, actives largely listed as activators; EPAC1 agonist qHTS, biochemical assay; response scale: 100% = response to 6.5 mM cAMP; AID 720707; hit rate 0.073% among 360,000; O95398; further: potency means the concentration at half of the fitted maximal effect; nearly all actives have a fitted effect of over 60% in size
Target sequence (O95398 whole entry, looked up): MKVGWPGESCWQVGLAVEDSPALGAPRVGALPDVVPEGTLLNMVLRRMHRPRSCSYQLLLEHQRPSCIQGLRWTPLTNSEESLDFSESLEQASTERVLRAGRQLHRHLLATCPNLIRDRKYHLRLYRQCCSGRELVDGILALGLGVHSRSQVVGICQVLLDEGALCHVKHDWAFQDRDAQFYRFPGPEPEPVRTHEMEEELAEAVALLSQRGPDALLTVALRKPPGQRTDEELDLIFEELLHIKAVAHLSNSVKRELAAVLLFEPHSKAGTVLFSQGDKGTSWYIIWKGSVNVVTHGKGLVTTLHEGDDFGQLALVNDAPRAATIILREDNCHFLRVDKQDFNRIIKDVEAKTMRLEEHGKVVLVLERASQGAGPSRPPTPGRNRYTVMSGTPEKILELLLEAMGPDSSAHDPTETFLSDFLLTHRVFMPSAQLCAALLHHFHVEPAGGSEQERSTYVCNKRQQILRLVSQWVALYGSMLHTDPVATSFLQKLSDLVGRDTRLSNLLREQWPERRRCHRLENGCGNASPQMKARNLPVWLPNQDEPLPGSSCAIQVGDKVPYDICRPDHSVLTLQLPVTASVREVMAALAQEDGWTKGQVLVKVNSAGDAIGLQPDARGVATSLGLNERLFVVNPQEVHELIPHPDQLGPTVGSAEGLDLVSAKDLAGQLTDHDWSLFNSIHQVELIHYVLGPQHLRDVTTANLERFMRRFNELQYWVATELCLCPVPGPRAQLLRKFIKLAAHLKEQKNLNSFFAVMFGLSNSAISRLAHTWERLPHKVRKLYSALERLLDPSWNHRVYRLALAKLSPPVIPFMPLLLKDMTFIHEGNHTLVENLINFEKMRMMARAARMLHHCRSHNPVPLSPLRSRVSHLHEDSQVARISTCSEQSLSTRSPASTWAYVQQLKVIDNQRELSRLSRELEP
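Multi-concentration qHTS readout: loss of Rap1B-bound BODIPY-GDP fluorescence driven by 100 nM EPAC1 with excess GDP (50 uM), monitored kinetically at room temperature; agonist response expressed relative to 6.5 mM cAMP.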
CCT modulator: changes cytosolic chaperonin activity | purified chaperonin ATPase assay, HTRF ADP detection, 30 min | activity change, % (test concentration not listed), hits read low | hit rate 0.3% among 360,000; in the data active means activity change below about -30%; further: on the % scale 0 is the no-effect control and ±100 the full control effect
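ATPase activity: ADP formed was measured by HTRF Transcreener (665/615 nm ratio) after 30 min at 37 deg C with 10 uM ATP. Compounds screened at one 76 uM concentration against 40 or 20 nM TRiC in Tris pH 7.4/KCl/MgCl2/DTT buffer.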
EPAC2 antag: EPAC2 (human) antagonism; Q8WZA2; EPAC2 GEF exchange of Rap1B-BODIPY-GDP, fluorescence; Potency, µM (doses to about 114 µM), without a hit: top-dose activity, negative = inhibition, usual class: inhibitors; hit rate 0.18% among 360,000; AID 720708; further: potency means the concentration at half of the fitted maximal effect; on the % scale 0 is the no-effect control and ±100 the full control effect; nearly all actives have a fitted effect of over 45% in size; many of its hits are not listed in these tables
EPAC1 antagonist: antagonists of human EPAC1 | O95398 | EPAC1 GEF assay, Rap1b-BODIPY-GDP exchange fluorescence | Potency, µM (highest dose often 115 µM), for inactives: at the highest dose activity change, negative = inhibition, most hits filed as inhibitors | hit rate 0.14% among 360,000;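 further: potency means the concentration at half of the fitted maximal effect; plate controls were vehicle for no effect and positive control for full effect; nearly all actives have a fitted effect of over 50% in size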
An asterisk follows results filed as active; ? = inconclusive; · = no result given; [ ] = remark or other dose. Unless noted, the call rests on the fitted dose curve; in most records, active means well fitted curve in the direction sought with a large enough effect; inconclusive means small, poorly fitted or top-dose-only effect, or another doubt; inactive means no such curve, though single readings can be large; an effect the other way counts as inactive or inconclusive. This is a subset; rates above refer to the full screens.

item	structure	MmCpn inh	PLK1 PBD block	WRN helicase inh	PI5P4Ka inh	EPAC1 agonist	CCT modulator	EPAC2 antag	EPAC1 antagonist
1	Cc1nn(C)cc1C1C2=C(CC(C)(C)CC2=O)OC2=C1C(=O)CC(C)(C)C2	1%	-11%	2%	·	8%	-5.6	1%	-2%
2	COc1cccc(N2CCN(C(=S)Nc3ccc(F)cc3)CC2)c1	-2%	-2%	-4%	0	12%	1.4	3%	-16%
3	COC(=O)Cc1c(C)c2ccc(OCC(=O)N(C)C)cc2oc1=O	-4%	-8%	1%	·	9%	-0.9	0%	6%
4	CCOC(=O)Cc1csc(NC(=O)Cc2ccc(Br)cc2)n1	0%	-12%	4%	-3	3%	0.0	-11%	-18%
5	O=C(O)c1ccc2c(c1)C(c1ccccc1)OC2=O (stereo not given)	2%	-6%	7%	·	3%	-2.2	-2%	-1%
6	Cc1noc(C)c1/C=N/Nc1ccccn1	0%	-8%	-1%	-4	-10%	-2.3	16%	-16%
7	CN(C(=O)CN1C(=O)c2cccc(N)c2C1=O)C1CCCCC1	2%	-13%	8%	-2	3%	-1.8	3%	14%
8	C[C@H](CO)N1C[C@H](C)[C@H](CN(C)C(=O)CC2CC2)Oc2cc(Br)ccc2S1(=O)=O	·	-1%	0%	-1	2%	-1.8	3%	2%
9	COC(=O)COc1ccc(S(=O)(=O)NCc2ccco2)cc1	-1%	-8%	-11%	·	9%	-0.7	0%	-2%
10	COCCC1CCCCN1C(=O)c1cc(COc2ccc(-n3cncn3)cc2)on1 (stereo not given)	0%	6%	-8%	3	4%	2.5	-12%	-20%
11	COc1cccc(N/C(SCc2ccccc2C)=C(/C#N)C(=O)NCc2cccs2)c1	0%	-3%	-12%	-2	8%	1.1	-2%	-1%
12	N#CC1C(=O)NC(=O)C(C#N)C12CCCC(C(F)(F)F)C2 (stereo not given)	·	-7%	0%	-18	6%	-0.7	-6%	15%
13	CCOC(=O)C1=C(C)N(c2ccc(C)cc2)C(=O)/C1=C\c1ccc(O)c(OC)c1	0%	-11%	-14%	-6	-10%	-0.9	0%	-11%
14	COCCCNC(=O)/C=C/[C@H]1O[C@@H](n2cnc3c(NC(=O)c4ccccc4)ncnc32)[C@H](O)[C@@H]1O	·	4%	-7%	-4	-6%	0.9	-16%	-25%
15	O=C1CSCN1c1ccc(Cl)cc1	0%	-8%	12%	-2	4%	-0.1	1%[57.1 µM]	-3%
16	CC(C)NC(=O)N1CCN(c2ccncc2S(=O)(=O)N2CCCCC2)CC1	1%	4%	0%	6	5%	-2.1	1%	-13%
17	CC12CCC(C(=O)NNc3ccc([N+](=O)[O-])cc3)(CC1=O)C2(C)C (stereo not given)	0%	-17%	-4%	4	-2%	2.3	1%	-2%
18	COc1ccc2c(c1)OC(O)(C(F)F)CC2=O (stereo not given)	2%	-3%	2%	·	-6%	1.4	8%	8%
19	COc1ccc(NC(=O)CN2c3cccc4cccc(c34)S2(=O)=O)cc1	-21%	-6%	-5%	-15	10%	3.1	14%	5%
20	COc1ccc(S(N)(=O)=O)cc1C(=O)N1CCCC1	-2%	-4%	9%[57.1 µM]	5	3%	-3.0	5%	-6%
21	CCOC(=O)c1ccccc1NC(=O)c1cccc2c1C(=O)N(C1CCN(C(=O)OCC)CC1)C2	-1%	-10%	-2%	-8	-13%	-1.7	-10%	3%
22	O=C(COC(=O)c1cc(Cl)ccc1Cl)Nc1ccc2[nH]c(=O)[nH]c2c1	0%	-4%	?	6	0%	-0.7	0%	-3%
23	O=C(NC(c1ccccc1)c1c(O)ccc2ccccc12)c1ccccc1Cl (stereo not given)	0%	0%	-10%	·	24%	-4.1	-5%	2%
24	COc1ccc(NC(=O)C2CCCN2C(=O)Nc2ccc(OC)cc2)cc1 (stereo not given)	2%	4%	-2%	1	2%	-2.0	8%	5%
25	COc1ccccc1Oc1ccc(N/C=C2/CCCC2=O)cc1	3%	-3%	4%	-12	-1%	-1.3	7%	7%
26	Clc1ccc(SCCCN2CCCCC2)cc1	-4%	-2%	-2%	-11	-7%	-2.5	7%	-15%
27	CSc1ncnc2c1ncn2CCCNCc1ccc(C)o1	·	-13%	-4%	-2	-7%	-0.4	6%	-7%
28	COCCN1CC(O)=C(c2nc3ccccc3c(=O)[nH]2)C1=N	-2%	-4%	-10%	9	1%	3.3	15%	1%
29	CCCc1cc(=O)[nH]c2nnc(SCC(=O)Nc3nnc(CC)s3)n12	1%	-9%	-4%	-21	7%	-4.6	-7%	2%
30	Cc1nn(CCCC(=O)NCc2ccc(Cl)cc2)c(C)c1[N+](=O)[O-]	3%	-5%	4%	-7	-9%	-0.1	-1%	-10%

Limited to EPAC1 antagonist (3 entries from above):
nr	canonical_smiles	EPAC1 antagonist
7	CN(C(=O)CN1C(=O)c2cccc(N)c2C1=O)C1CCCCC1	14%
9	COC(=O)COc1ccc(S(=O)(=O)NCc2ccco2)cc1	-2%
14	COCCCNC(=O)/C=C/[C@H]1O[C@@H](n2cnc3c(NC(=O)c4ccccc4)ncnc32)[C@H](O)[C@@H]1O	-25%

Returning to the listing; the three compounds before the break are reprinted first.
item	structure	MmCpn inh	PLK1 PBD block	WRN helicase inh	PI5P4Ka inh	EPAC1 agonist	CCT modulator	EPAC2 antag	EPAC1 antagonist
28	COCCN1CC(O)=C(c2nc3ccccc3c(=O)[nH]2)C1=N	-2%	-4%	-10%	9	1%	3.3	15%	1%
29	CCCc1cc(=O)[nH]c2nnc(SCC(=O)Nc3nnc(CC)s3)n12	1%	-9%	-4%	-21	7%	-4.6	-7%	2%
30	Cc1nn(CCCC(=O)NCc2ccc(Cl)cc2)c(C)c1[N+](=O)[O-]	3%	-5%	4%	-7	-9%	-0.1	-1%	-10%
31	O=C(Nc1ccccc1)Nc1cccc2nsnc12	-11%	-6%	-5%	2	12%	-1.9	-6%	-22%
32	C=CCn1c(=O)c2c(nc3n2CC(C)CN3CCc2ccccc2)n(C)c1=O (stereo not given)	0%	-1%	-2%	3	-1%	-0.4	-10%	-6%
33	O=c1c([N+](=O)[O-])c(N2CCCC2)c2ccccc2n1-c1ccccc1	1%	1%	3%[57.1 µM]	0	-5%	2.5	1%	12%
34	CCCn1c(=O)c2ccccc2n2c(SCc3nnc(-c4ccccc4Br)o3)nnc12	-2%	1%	2%[57.1 µM]	·	-6%	0.0	7%	7%
35	CC(C)NC(=O)C(Cc1ccccc1)N1C(=O)c2ccccc2C1=O (stereo not given)	-1%	-3%	-5%	·	10%	1.3	-10%	3%
36	OC(CNC1CCCCC1)CON=C1CCSc2c(Cl)cccc21 (stereo not given)	·	3%	9%	2	1%	0.4	-16%	5%
37	Cc1cnc(C(=O)Nc2ccc(F)c(F)c2)cn1	-1%	-5%	7%	-2	-3%	0.0	6%	7%
38	COc1ccc(/C=C(\C#N)C(=O)C(C)(C)n2cncn2)cc1	-1%	13µM*	11%	-4	-15%	1.2	10%	10%
39	CC(=O)N1c2ccccc2Oc2cc3ccccc3cc21	-1%	-15%	-13%	14	16%	-2.6	-9%	?
40	Cc1ccccc1OCC(=O)Nc1ccc(N2CCN(C)CC2)c(Cl)c1	?	-8%	12%	-1	-2%	-0.6	-2%	11%
41	CSc1ccc(CNc2ncc(-c3cccc([N+](=O)[O-])c3)n2C)cc1	-1%	-3%	4%	3	1%	-0.1	-2%	-18%
42	CCN(CC)C(=O)CSc1nc(-c2ccco2)cc(C(F)(F)F)c1C#N	1%	-8%	-5%	0	-12%	1.9	-14%	-3%
43	COC(=O)c1[nH]c2ccccc2c1NC(=O)CN1CC(C)OC(C)C1 (stereo not given)	-3%	1%	2%	4	-10%	-4.8	-1%	-5%
44	CNc1nc(Cl)c(SC)c(N2CCOCC2)n1	1%	-12%	-10%	0	-17%	-1.7	-23%	-17%
45	CCCS(=O)(=O)N1CCCC(C(=O)N2CCN(C(=O)OCC)CC2)C1 (stereo not given)	1%	-9%	0%	-6	11%	-1.9	-8%	12%
46	O=C(O)c1ccc(Cn2cnc3sc4c(c3c2=O)CCCC4)cc1	0%	-9%	-5%	-10	-12%	1.9	8%	-23%
47	COc1ccccc1N1CC(C(=O)OC(C)C(=O)N2CCCc3ccccc32)CC1=O (stereo not given)	-3%	-4%	1%[57.1 µM]	3	-5%	-60*	1%	-9%
48	O=C(Cc1cccs1)N1CCN(c2nc(-c3ccc(Cl)cc3)cs2)CC1	-4%	-12%	-6%	·	12%	-0.2	-5%	-11%
49	COc1ccccc1N/C(=N/S(=O)(=O)c1ccc(C)cc1)c1ccccc1	2%	-14%	-3%	-7	9%	-0.7	-10%	-23%
50	CCC(=O)N1CC2(c3ccccc3)CN(C(=O)CC)CC(c3ccccc3)(C1)C2=O	3%	-18%	-1%	-1	-3%	1.5	1%	-3%
51	CCOC(=O)[C@H]1[C@H]2COc3ccc(C)cc3[C@@H]2N2C(=O)c3ccc(F)cc3NC(=O)[C@@]12C	0%	-7%	-6%	-3	7%	1.0	-30%	-13%
52	CCc1ccc(CCC(=O)Nc2nnc(C)s2)o1	0%	-11%	-9%	·	3%	-1.5	-5%	-10%
53	O=C(NC1CC(=O)c2sccc21)c1cccc(C(F)(F)F)c1 (stereo not given)	-7%	-9%	-30%	1	4%	-1.9	-2%	-1%
54	O=C(c1cccc(Br)c1)N1CCN(C(=O)N2CCCCC2)CC1	4%	-1%	1%	·	-2%	-1.3	8%	-3%
55	C=C(C)c1cccc(C(C)(C)NC(=O)NC2CC(C)(C)NC(C)(C)C2)c1	-3%	-5%	1%	-4	3%	0.7	4%	14%
56	CCCN1CCC(=NNC(=O)c2ccc(Br)o2)CC1	-1%	-2%	0%	·	10%	1.1	1%	12%

Structures above that have a COOH group, in the order listed:
item	structure	MmCpn inh	PLK1 PBD block	WRN helicase inh	PI5P4Ka inh	EPAC1 agonist	CCT modulator	EPAC2 antag	EPAC1 antagonist
5	O=C(O)c1ccc2c(c1)C(c1ccccc1)OC2=O (stereo not given)	2%	-6%	7%	·	3%	-2.2	-2%	-1%
46	O=C(O)c1ccc(Cn2cnc3sc4c(c3c2=O)CCCC4)cc1	0%	-9%	-5%	-10	-12%	1.9	8%	-23%
